SENP8 block-1 = SENP8 (human) protease inhibition; inhibition, % at 20 µM; AID 602440; Q96LD8; 0.64% of 360,000 active; recombinant SENP8, Nedd8 substrate fluorescence; in the data active = inhibition mostly above about 40%, no sharp cut-off; inactive = mostly below about 27%
Target sequence (Q96LD8 whole entry, looked up): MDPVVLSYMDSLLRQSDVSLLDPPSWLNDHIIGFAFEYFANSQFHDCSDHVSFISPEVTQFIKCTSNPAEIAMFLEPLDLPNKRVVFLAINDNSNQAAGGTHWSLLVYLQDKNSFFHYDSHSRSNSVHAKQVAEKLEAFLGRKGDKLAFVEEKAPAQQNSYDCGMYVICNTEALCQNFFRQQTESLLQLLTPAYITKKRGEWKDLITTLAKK
SENP6 block = blocks the human protease SENP6 | Recombinant SENP6 catalytic domain, aminoluciferin luminescence | 1.8% of 330,000 active | Q9GZR1 | inhibition, % at 10 µM;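 active = inhibition above about 50% at the single tested dose, limit read from the data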;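 also: plate controls were DMSO wells with enzyme for no effect and DMSO wells lacking enzyme for full effect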
HKDC1 inh = blocks human hexokinase HKDC1 activity; Q2TB90; recombinant HKDC1, G6PDH/diaphorase resazurin coupled fluorescence; AID 493160; inhibition, % at 20 µM; 0.16% of 340,000 active;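 active = inhibition above about 35% when tested at 20 µM, limit read from the data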;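 also: plate controls were DMSO wells with enzyme for no effect and DMSO wells lacking enzyme for full effect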
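Material: recombinant HKDC1 hexokinase; Amount: HKDC1 at 5 µg/mL; Medium: Tris pH 8.0 buffer with MgCl2, Tween-20, BSA, BME; Schedule: 90 min reaction incubation at room temperature, dark; Technique: coupled resazurin fluorescence, excitation 525 nm, emission 613 nm.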
SENP1 FRET inh = inhibitors of human SENP1 SUMO protease catalytic domain. 0.21% of 360,000 active. AID 624204. Q9P0U3. inhibition, % at 10 µM. recombinant SENP1 catalytic domain, CyPet-SUMO1-YPet FRET cleavage;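 active = inhibition at least 30% at 10 µM, raw YFP signal under a set limit, fluorescence ratio 0.5 to 1.5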;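 also: 0% = enzyme with DMSO and 100% = no enzyme wells; some results filed as inactive read as strong as hits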
Target sequence (Q9P0U3 419-644 limits assumed): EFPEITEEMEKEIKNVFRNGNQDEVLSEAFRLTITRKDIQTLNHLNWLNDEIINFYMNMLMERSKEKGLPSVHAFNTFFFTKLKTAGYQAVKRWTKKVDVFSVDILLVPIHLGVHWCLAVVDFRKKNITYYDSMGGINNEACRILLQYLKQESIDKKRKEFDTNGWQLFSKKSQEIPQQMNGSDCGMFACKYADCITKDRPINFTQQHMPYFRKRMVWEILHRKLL
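Controls: no-enzyme wells low, DMSO-plus-enzyme wells high control. Test system: human recombinant His6-tagged SENP1 catalytic domain enzyme. Reagent: SFCypet-SUMO1-SFYpet FRET protein substrate, 25 nM final. Doses: one dose per compound, 10 µM, 0.5% DMSO. Detection: FRET, CFP and YFP emission. Timing: 50 min reaction at room temperature.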
SENP7 block = SENP7 protease inhibition | Q9BQF6 | recombinant SENP7, Z-RLRGG-aminoluciferin luminescence, 40 min | inhibition, % at 5 µM | 1.5% of 330,000 active | AID 434973;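 active = inhibition above about 50% at the single test dose, limit read from the data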;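 also: plate controls were DMSO with enzyme for no effect and no enzyme buffer wells for full effect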
Target sequence (Q9BQF6 706-1050 limits assumed): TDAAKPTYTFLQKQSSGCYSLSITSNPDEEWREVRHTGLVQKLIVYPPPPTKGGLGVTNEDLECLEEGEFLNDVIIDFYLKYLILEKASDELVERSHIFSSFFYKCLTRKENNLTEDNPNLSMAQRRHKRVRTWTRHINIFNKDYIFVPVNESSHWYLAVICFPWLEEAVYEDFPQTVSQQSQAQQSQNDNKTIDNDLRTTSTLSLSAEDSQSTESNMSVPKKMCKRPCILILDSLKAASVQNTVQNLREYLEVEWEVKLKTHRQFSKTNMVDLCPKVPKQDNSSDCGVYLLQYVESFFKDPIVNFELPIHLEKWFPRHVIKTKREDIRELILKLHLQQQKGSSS
SENP8 block-2 = inhibitors of human SENP8 protease | Q96LD8 | purified SENP8, Z-RLRGG-aminoluciferin cleavage, luminescence | inhibition, % at 10 µM | 1.2% of 330,000 active | AID 2540; in the data active = inhibition above about 50%
NALP3 yeast inh = inhibitors of NALP3 inflammasome in yeast; inhibition, % at 10 µM; AID 2825; Yeast reconstituted NLRP3/ASC/caspase-1, beta-gal luminescence, 24 h; 0.39% of 330,000 active;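 active = inhibition of 50% or more; inactive = inhibition below 50%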;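 also: plate controls were induced DMSO wells for no effect and uninduced yeast grown without galactose for full effect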
PfG6PD inh = PfG6PD (Plasmodium falciparum) enzyme inhibition. 0.78% of 350,000 active. PfGluPho enzyme, NADPH resazurin-diaphorase fluorescence. inhibition, % at 20 µM. AID 504690;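 active = inhibition reaching at least a set limit at 20 µM in the primary screen, cut at about 59% in these data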;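 also: 0% = DMSO wells with substrate and 100% = DMSO wells lacking glucose-6-phosphate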
Apaf1 inhib = inhibitors of human Apaf-1 apoptosome | reconstituted apoptosome caspase-3 activity, DEVD-Rh110 fluorescence | inhibition, % at 20 µM | 0.71% of 330,000 active | AID 489030; active = inhibition of at least 40% at 20 µM;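 also: plate controls were DMSO wells for no effect and DEVD-CHO caspase inhibitor wells for full effect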
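System: reconstituted apoptosome with Apaf-1, cytochrome c, caspase-9, procaspase-3, dATP; Signal: Rh110 fluorescence intensity; Schedule: 30 min compound preincubation, 50 min activation, room temperature; Reagent: cytochrome c trigger plus (Z-DEVD)2-Rh110 caspase-3 substrate.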
* marks the source's active call; other numbers are inactive results.

`COc1cc2[nH]c3c(Cl)ncnc3c2cc1OC` gave SENP8 block-1 -83, SENP6 block 1, HKDC1 inh 8, SENP1 FRET inh 0, SENP7 block 2, SENP8 block-2 -4, NALP3 yeast inh 1, PfG6PD inh 2 and Apaf1 inhib 9.
`O=C1CCN=C(Nc2ccc(F)cc2)N1Cc1ccccc1` gave SENP8 block-1 -5, SENP6 block -6, HKDC1 inh -1, SENP1 FRET inh -2, SENP7 block 6, SENP8 block-2 5, NALP3 yeast inh -67, PfG6PD inh 17 and Apaf1 inhib 9.
`NCCCN1CCOCC1` gave SENP8 block-1 15, SENP6 block -3, HKDC1 inh -3, SENP1 FRET inh -3, SENP7 block -4, SENP8 block-2 4, NALP3 yeast inh 19, PfG6PD inh -8 and Apaf1 inhib 4.
Screening O=C(C[C@@H]1C/C=C\C[C@H](Cc2ccc(F)cc2)C(=O)OC[C@H]2CCCN2C1=O)N[C@H](CO)Cc1ccccc1 returned SENP8 block-1 19, SENP6 block -9, HKDC1 inh -5, SENP1 FRET inh 3, SENP7 block -6, SENP8 block-2 -15, NALP3 yeast inh -7, PfG6PD inh 6 and Apaf1 inhib 17.
For CC(N=Cc1nc(-c2ccccc2)oc1O)c1ccccc1 (stereo not given) the results were SENP8 block-1 7, SENP6 block -14, HKDC1 inh 1, SENP1 FRET inh 1, SENP7 block -9, SENP8 block-2 -8, NALP3 yeast inh -2, PfG6PD inh -8 and Apaf1 inhib 17.
Screening O=C(c1cn(-c2ccccc2)nc1-c1ccc(Cl)cc1)N1CCOCC1 returned SENP8 block-1 9, SENP6 block -16, HKDC1 inh -7, SENP1 FRET inh 1, SENP7 block -8, SENP8 block-2 0, NALP3 yeast inh 10, PfG6PD inh -3 and Apaf1 inhib 5.
Screening OCC[C@H]1C[C@H](O)[C@@H](O)[C@]2(OCc3ccccc32)O1 returned SENP8 block-1 13, SENP6 block -22, HKDC1 inh 1, SENP1 FRET inh 1, SENP7 block -12, SENP8 block-2 -20, NALP3 yeast inh -6, PfG6PD inh -9 and Apaf1 inhib -7.
O=C(COC(=O)C1=COCCO1)Nc1cccc(S(=O)(=O)N2CCOCC2)c1 was read as SENP8 block-1 6, SENP6 block -1, HKDC1 inh -6, SENP1 FRET inh 1, SENP7 block -4, SENP8 block-2 6, NALP3 yeast inh 11, PfG6PD inh -2 and Apaf1 inhib 3.
CCCCCCc1cc2cc(C(=O)Nc3ccc(OC)cc3)c(=O)oc2cc1O was read as SENP8 block-1 -106, SENP6 block -7, HKDC1 inh 0, SENP1 FRET inh -27, SENP7 block -2, SENP8 block-2 -5, NALP3 yeast inh 4, PfG6PD inh 7 and Apaf1 inhib 9.
For Cc1ccc(C)c(N2CCN(CC3CC=CCC3)CC2)c1 (stereo not given) the results were SENP8 block-1 7, SENP6 block 5, HKDC1 inh -5, SENP1 FRET inh 0, SENP7 block -2, SENP8 block-2 9, NALP3 yeast inh -1, PfG6PD inh 9 and Apaf1 inhib -2.
Screening CCOc1ccc(Cc2nnc(SCC(=O)Nc3ccc(C(C)=O)cc3)[nH]c2=O)cc1 returned SENP8 block-1 1, SENP6 block 3, HKDC1 inh 2, SENP1 FRET inh 0, SENP7 block -3, SENP8 block-2 -3, NALP3 yeast inh 12, PfG6PD inh -29 and Apaf1 inhib -416.
CSC1=N/C(=C\c2ccc(C)s2)C(=O)S1 was read as SENP8 block-1 18, SENP6 block 6, HKDC1 inh -8, SENP1 FRET inh -38, SENP7 block -13, SENP8 block-2 -1, NALP3 yeast inh 11, PfG6PD inh -10 and Apaf1 inhib 6.
`COc1ccc(C2=NOC(C)(c3nnc(-c4ccc(F)cc4)o3)C2)cc1` (stereo not given) gave SENP8 block-1 8, SENP6 block -11, HKDC1 inh 6, SENP1 FRET inh -7, SENP7 block -1, SENP8 block-2 -17, NALP3 yeast inh 39, PfG6PD inh 18 and Apaf1 inhib 10.
`Cc1c(N=Cc2ccc(Br)s2)cccc1[N+](=O)[O-]` gave SENP8 block-1 16, SENP6 block -9, HKDC1 inh -8, SENP1 FRET inh 3, SENP7 block -5, SENP8 block-2 -12, NALP3 yeast inh 21, PfG6PD inh 12 and Apaf1 inhib -11.
COc1ccc(NS(=O)(=O)c2cc(NC(=O)CCNC(=O)c3ccco3)ccc2OC)cc1 was read as SENP8 block-1 3, SENP6 block -6, HKDC1 inh -4, SENP1 FRET inh 1, SENP7 block -14, SENP8 block-2 -9, NALP3 yeast inh 0, PfG6PD inh -3 and Apaf1 inhib 8.
COC(=O)c1cnn(C(=O)c2ccccc2Br)c1N was read as SENP8 block-1 -2, SENP6 block -1, HKDC1 inh -3, SENP1 FRET inh 1, SENP7 block -5, SENP8 block-2 -8, NALP3 yeast inh 23, PfG6PD inh 7 and Apaf1 inhib -2.
For Cc1ccc(C)c(OCC(=O)Nc2ccc(N3CCOCC3)cc2N2CCOCC2)c1 the results were SENP8 block-1 3, SENP6 block 2, HKDC1 inh -3, SENP1 FRET inh 0, SENP7 block -3, SENP8 block-2 -25, NALP3 yeast inh 22, PfG6PD inh 7 and Apaf1 inhib 27.
For CCOC(=O)c1csc(-c2snnc2C)n1 the results were SENP8 block-1 21, SENP6 block 1, HKDC1 inh 3, SENP1 FRET inh 3, SENP7 block 2, SENP8 block-2 -4, NALP3 yeast inh -5, PfG6PD inh -23 and Apaf1 inhib -4.
`CN(C)CCCn1c(SCc2c(Cl)cccc2Cl)nnc1-c1ccncc1` gave SENP8 block-1 -4, SENP6 block 5, HKDC1 inh -7, SENP1 FRET inh 3, SENP7 block 0, SENP8 block-2 0, NALP3 yeast inh 12, PfG6PD inh -14 and Apaf1 inhib -18.
Screening O=C(CCn1c(=O)oc2ccc(Cl)cc21)N1CCN(Cc2ccccc2)CC1 returned SENP8 block-1 13, SENP6 block -8, HKDC1 inh -7, SENP1 FRET inh 2, SENP7 block 2, SENP8 block-2 -1, NALP3 yeast inh 19, PfG6PD inh -7 and Apaf1 inhib 3.

Sorted by count of non-hydrogen atoms (high to low): some entries from above.
COc1ccc(NS(=O)(=O)c2cc(NC(=O)CCNC(=O)c3ccco3)ccc2OC)cc1 was read as SENP8 block-1 3, SENP6 block -6, HKDC1 inh -4, SENP1 FRET inh 1, SENP7 block -14, SENP8 block-2 -9, NALP3 yeast inh 0, PfG6PD inh -3 and Apaf1 inhib 8.
Screening O=C(CCn1c(=O)oc2ccc(Cl)cc21)N1CCN(Cc2ccccc2)CC1 returned SENP8 block-1 13, SENP6 block -8, HKDC1 inh -7, SENP1 FRET inh 2, SENP7 block 2, SENP8 block-2 -1, NALP3 yeast inh 19, PfG6PD inh -7 and Apaf1 inhib 3.
For CCOC(=O)c1csc(-c2snnc2C)n1 the results were SENP8 block-1 21, SENP6 block 1, HKDC1 inh 3, SENP1 FRET inh 3, SENP7 block 2, SENP8 block-2 -4, NALP3 yeast inh -5, PfG6PD inh -23 and Apaf1 inhib -4.

The list goes on.
CC(C)(C)Cc1nnc(NC(=O)c2ccco2)s1 was read as SENP8 block-1 5, SENP6 block -2, HKDC1 inh -2, SENP1 FRET inh 0, SENP7 block -11, SENP8 block-2 -8, NALP3 yeast inh 13, PfG6PD inh -8 and Apaf1 inhib 2.
`Cc1cc(Cl)ccc1OC(C)c1nnc(N)s1` (stereo not given) gave SENP8 block-1 3, SENP6 block -6, HKDC1 inh -2, SENP1 FRET inh 4, SENP7 block -2, SENP8 block-2 -1, NALP3 yeast inh -3, PfG6PD inh -17 and Apaf1 inhib 7.
COCc1cc(CN2CCN(CCc3ccccc3)C(CCO)C2)ccc1OC (stereo not given) was read as SENP8 block-1 4, SENP6 block 16, HKDC1 inh -4, SENP1 FRET inh 0, SENP7 block 1, SENP8 block-2 12, NALP3 yeast inh 23, PfG6PD inh -14 and Apaf1 inhib -1.
O=C(NOC(=O)c1c(F)cccc1Cl)c1ccc(Cl)c(Cl)c1 was read as SENP8 block-1 19, SENP6 block -3, HKDC1 inh -7, SENP1 FRET inh 1, SENP7 block 8, SENP8 block-2 -2, NALP3 yeast inh 21, PfG6PD inh 3 and Apaf1 inhib 11.
O=C(NCc1ccncc1)C(=O)Nc1nccs1 was read as SENP8 block-1 11, SENP6 block -3, HKDC1 inh -2, SENP1 FRET inh 0, SENP7 block -12, SENP8 block-2 -6, NALP3 yeast inh 3, PfG6PD inh 4 and Apaf1 inhib 4.
Screening O=C(Nc1c[nH]c(=O)[nH]c1=O)c1ccc2c(c1)C(=O)N(c1cccc([N+](=O)[O-])c1)C2=O returned SENP8 block-1 24, HKDC1 inh -5, SENP1 FRET inh 3 and PfG6PD inh -8.
CCC(CO)NC(=O)c1cccc(S(=O)(=O)N2c3ccccc3CC2C)c1 (stereo not given) was read as SENP8 block-1 -2, SENP6 block -16, HKDC1 inh -4, SENP1 FRET inh 1, SENP7 block 10, SENP8 block-2 -5, NALP3 yeast inh 13, PfG6PD inh -19 and Apaf1 inhib 9.
For CC(Sc1nc(-c2ccccc2)cc(C(F)(F)F)n1)C(=O)N1CCC(C(N)=O)CC1 (stereo not given) the results were SENP8 block-1 12, SENP6 block -8, HKDC1 inh -6, SENP1 FRET inh 3, SENP7 block 3, SENP8 block-2 1, NALP3 yeast inh 14, PfG6PD inh -8 and Apaf1 inhib -8.
Screening Cc1cccc(N2CCN(S(=O)(=O)c3ccc(-c4ccc(=O)[nH]n4)o3)CC2)c1C returned SENP8 block-1 6, SENP6 block -20, HKDC1 inh 2, SENP1 FRET inh 0, SENP7 block 8, SENP8 block-2 7, NALP3 yeast inh 8, PfG6PD inh -17 and Apaf1 inhib 16.
`C=CCc1c(C)nc(SC(C)C)[nH]c1=O` gave SENP8 block-1 20, SENP6 block -19, HKDC1 inh -7, SENP1 FRET inh 0, SENP7 block 2, SENP8 block-2 -6, NALP3 yeast inh 8, PfG6PD inh 17 and Apaf1 inhib 4.
For Cc1nn(Cc2c(F)c(F)c(F)c(F)c2F)c(C)c1NC(=O)c1ccc(COc2ccccc2Cl)o1 the results were SENP8 block-1 3, SENP6 block -24, HKDC1 inh -1, SENP1 FRET inh 1, SENP7 block 5, SENP8 block-2 -5, NALP3 yeast inh 1, PfG6PD inh 16 and Apaf1 inhib 24.
For O=C(N/N=C/c1cnc(N2CCCCC2)s1)c1ccc(Cl)cc1 the results were SENP8 block-1 -412, SENP6 block 12, HKDC1 inh -20, SENP1 FRET inh -46, SENP7 block -1, SENP8 block-2 6, NALP3 yeast inh 6, PfG6PD inh 4 and Apaf1 inhib 3.
Screening CNS(=O)(=O)/C=C/c1ccccc1 returned SENP8 block-1 10, SENP6 block -6, HKDC1 inh -9, SENP1 FRET inh -1, SENP7 block -8, SENP8 block-2 -5, NALP3 yeast inh 2, PfG6PD inh 3 and Apaf1 inhib -407.
For CSc1ccc(S(=O)(=O)N2CCC(C(=O)NCCN3CCOCC3)CC2)cc1 the results were SENP8 block-1 8, SENP6 block -4, HKDC1 inh 4, SENP1 FRET inh 1, SENP7 block 11, SENP8 block-2 0, NALP3 yeast inh 11, PfG6PD inh -22 and Apaf1 inhib 5.
